HEK293 NFkB inh = inhibitors of the PMA/ionomycin-induced NF-kB reporter in HEK293 cells. 62,000 compounds, 0.21% hits. inhibition, % at 3 µM. HEK-293 NF-kB luciferase reporter, luminescence;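 active = inhibition above the mean of all tested compounds plus 3 SD, cut at about 40% in these data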;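 note: 0% = stimulated DMSO wells and 100% = 10 µM reference inhibitor 5653914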
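Reagent: PMA plus ionomycin mix as NF-kB-activating stimulus. Assay system: NF-kB luciferase reporter HEK-293 cells. Technique: luminescence from luciferase substrate reagent. Incubation: 1 h compound pre-incubation, 16 h PMA/ionomycin at 37 °C. Benchmarks: DMSO only as uninhibited control, 10 µM reference inhibitor as full inhibition. Repeats: tested once.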
S1P1 ag-PAM = activates or potentiates agonism at human S1P1 receptor; 56,000 compounds, 0.57% hits; S1P1 CRE-bla cells, forskolin, beta-lactamase FRET, potentiator mode; S1P1 agonist co-added at EC20, 2 nM; 100% = saturating reference agonist, 0% = basal; activation, % at 9.5 µM; P21453;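 active = activation above a cutoff set at the mean activation of all tested compounds plus 3 SD, cut at about 54% in these data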;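 note: forskolin at 4 µM as EC80 and the EC20 agonist is SEW2871; 100% = SEW2871 at its EC100 plus forskolin at EC80; some compounds past the cut are filed as inactive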
HTR1E agonist = agonists of human 5-HT1E serotonin receptor; P28566; CHO 5-HT1E Ga15 NFAT-bla reporter, FRET; 0% DMSO wells, 100% control agonist wells; activation, % at 6 µM; 65,000 compounds, 0.69% hits; AID 574;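 active = activation above a set limit, the screen-wide mean activation plus 3 SD, cut at about 8.5% in these data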;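 note: 100% = positive control agonist at 1 µM giving full maximal response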
Target sequence (P28566 whole entry, looked up): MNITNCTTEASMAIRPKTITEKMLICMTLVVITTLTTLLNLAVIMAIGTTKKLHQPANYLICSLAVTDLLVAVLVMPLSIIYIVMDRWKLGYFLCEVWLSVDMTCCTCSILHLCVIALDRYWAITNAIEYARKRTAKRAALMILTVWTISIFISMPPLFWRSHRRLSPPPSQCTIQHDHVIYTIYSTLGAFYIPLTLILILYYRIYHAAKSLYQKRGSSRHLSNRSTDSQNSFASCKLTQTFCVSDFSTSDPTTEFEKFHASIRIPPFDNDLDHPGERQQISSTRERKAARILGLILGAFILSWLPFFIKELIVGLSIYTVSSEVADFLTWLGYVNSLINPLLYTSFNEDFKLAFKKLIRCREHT
S1P3 agonist = S1P3 (human) receptor agonism. Q99500. activation, % at 4.5 µM. 60,000 compounds, 0.1% hits. S1P3 NFAT-BLA reporter cells, FRET ratio; relative to 1 µM S1P, basal subtracted;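 active = activation above the screen-wide mean plus 3 SD, cut at about 4.5% in these data, passing the limit was not always enough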; note: some compounds called inactive have numbers as strong as hits
Target sequence (Q99500 whole entry, looked up): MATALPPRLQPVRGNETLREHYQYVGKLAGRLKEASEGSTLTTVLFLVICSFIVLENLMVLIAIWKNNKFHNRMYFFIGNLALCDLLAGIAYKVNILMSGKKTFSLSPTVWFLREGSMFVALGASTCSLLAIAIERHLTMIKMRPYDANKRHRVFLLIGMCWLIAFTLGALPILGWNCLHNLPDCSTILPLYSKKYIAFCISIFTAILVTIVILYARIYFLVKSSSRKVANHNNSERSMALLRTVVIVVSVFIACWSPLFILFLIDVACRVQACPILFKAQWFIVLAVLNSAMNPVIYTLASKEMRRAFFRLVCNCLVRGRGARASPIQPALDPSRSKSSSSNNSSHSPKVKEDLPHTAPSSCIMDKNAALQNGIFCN
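Assay system: CHO cells stably expressing human S1P3, Gα16 and NFAT-β-lactamase reporter. Timing: overnight plating, 4 h compound 37 °C, 2 h substrate RT. Signal: β-lactamase FRET emission ratio 460/535 nm. Measure: percent activation versus median 1 µM S1P response, basal-subtracted, per plate. Repeats: primary screen single test, confirmation screen in triplicate.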
D1 allo mod = allosterically modulates the human D1 dopamine receptor. HEK293 D1, CRE-luciferase, dopamine EC30 potentiation; actives deviate in either direction. B-score at 10 µM. 58,000 compounds, 5.9% hits. AID 641;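 active = luminescence count or its row- and column-corrected plate score outside the 99.7% band of the plate's sample wells, on either side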
5HT1a ag = activates the human 5-HT1a serotonin receptor. P08908. activation, % at 10 µM. CHO 5-HT1a Ga15 NFAT-bla reporter, FRET ratio; 0% basal, 100% maximal reference agonist. 65,000 compounds, 0.56% hits;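 active = activation above the screen-wide mean activation plus 3 SD, cut at about 19% in these data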;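 note: 0% = DMSO wells and 100% = 5-CT at EC100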
5-HT1A blocker = 5-HT1a (human) receptor antagonism. P08908. CHO 5-HT1a Ga15 NFAT-bla reporter, antagonist mode. inhibition, % at 10 µM. 62,000 compounds, 0.68% hits. AID 612;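 active = inhibition above the mean of all tested compounds plus 3 SD, cut at about 43% in these data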;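 note: receptor stimulated by 5-CT agonist at 100 nM near EC80; beta-lactamase reporter measured by ratiometric fluorescence of a cleavable substrate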
HTR1E antagonist = antagonists of human 5-HT1E serotonin receptor; AID 571; 65,000 compounds, 0.99% hits; inhibition, % at 6 µM; P28566; CHO 5-HT1E Ga15 NFAT-bla reporter, FRET, antagonist;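 active = inhibition above a set limit, the mean inhibition across every tested compound plus 3 SD, cut at about 29% in these data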;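 note: signal is the 460 over 535 nm emission ratio of beta-lactamase substrate; 0% = agonist plus DMSO wells and 100% = wells without agonist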
Jurkat tox 60K = cytotoxic compounds reducing Jurkat cell viability; Jurkat E6.1 viability, ATP luminescence, 48 h; inhibition, % at 4 µM; 56,000 compounds, 1.2% hits;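 active = inhibition above the mean inhibition of all tested compounds plus 3 SD, cut at about 28% in these data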
* marks the source's active call; other numbers are inactive results; . = not tested or not shown.

SMILES	HEK293 NFkB inh	S1P1 ag-PAM	HTR1E agonist	S1P3 agonist	D1 allo mod	5HT1a ag	5-HT1A blocker	HTR1E antagonist	Jurkat tox 60K
O=S(=O)(NCC1CCCO1)c1ccc2oc3ccc(S(=O)(=O)NCC4CCCO4)cc3c2c1 (stereo not drawn)	19	-18	-1.4	-0.5	-1	-1.9	5	5	4
Nc1c(C(=O)Nc2ccc3c(c2)OCCO3)nnn1CCc1ccccc1	16	12	0.9	-0.3	-0.022	3.2	3	18	80*
COC(=O)Cn1cc(C(=O)c2ccco2)c2ccccc21	13	0	-0.1	-1.0	-0.63	-0.7	23	-8	-2
CCCn1c(C(O)c2cc(OC)ccc2OC)nc2ccccc21 (stereo not drawn)	4	-10	-0.2	-1.0	-0.36	-2.2	-5	-5	1
O=C(CSc1nnc(CNc2ccc(Cl)cc2)n1Cc1ccccc1)NCc1ccco1	10	28	-0.3	-0.1	-1	-2.6	19	-8	-3
Cn1c(=O)oc2cc(S(=O)(=O)N3CCCC3)ccc21	-15	7	0.1	-0.6	0.47	1.1	-8	2	-2
O=C(Nc1ccc(S(=O)(=O)Nc2cnc3ccccc3n2)cc1)c1ccc(Br)o1	7	-12	0.3	-0.2	-0.32	0.9	-13	-10	-4
S=c1nc(-c2ccccc2)n(CCCN2CCOCC2)c2c1CCCC2	7	.	-0.9	.	0.77	0.2	4	6	.
COc1ccc(N2CCCn3c2nc2c3c(=O)n(CCCc3ccccc3)c(=O)n2C)cc1	14	.	2.4	.	0.83	6.0	-9	5	.
COc1ccc(N2CCCCn3c2nc2c3c(=O)[nH]c(=O)n2C)cc1	9	.	-0.3	.	.	2.4	-15	8	.
CCC(C)(C)n1nnnc1C(c1ccc2ncccc2c1)N1CCN(c2nc3ccccc3s2)CC1 (stereo not drawn)	32	5	-1.2	-0.5	-0.35	0.7	33	-5	-4
CC(C)(C)OC(=O)NCC(=O)N1CCC(C(=O)O)CC1	0	-2	0.7	0.5	0.34	-2.9	0	-12	-11
COc1ccccc1-n1c(C)nc(=O)c(-c2ccccc2)c1C	9	0	-1.1	-1.1	-1.3	-0.8	-5	2	-1
CCN1C=C(Cc2cccs2)C2=C(C1)C(c1cccs1)C(C#N)=C(N)O2 (stereo not drawn)	14	-2	-0.1	-0.7	-1.8	-0.5	-2	4	1
CCOC(=O)C1=C(c2ccccc2)N(C)C(=O)NC1c1ccc(O)c(OC)c1 (stereo not drawn)	15	-19	-0.1	0.4	-0.016	-2.8	-4	-2	-6
COC(=O)CNC(=O)C(C)NC(=O)OCc1ccccc1 (stereo not drawn)	6	-7	-0.1	0.2	0.3	-0.8	-1	-5	-2
Cn1nnnc1SCCNCc1ccncc1	25	-8	0.0	-0.7	-0.0024	-3.0	-1	-10	10
O=C(c1ccc(-c2ccccc2)cc1)N1CCN(c2nc3ccccc3o2)CC1	6	10	0.1	-0.4	-0.33	-2.7	8	-3	1
COCCNC(=O)C(c1ccc(O)cc1)N(Cc1ccco1)C(=O)CCC(=O)Nc1nccs1 (stereo not drawn)	3	11	-1.0	-1.0	-0.31	-4.8	1	13	13
CCS(=O)(=O)c1nc(NC(C)=O)n[nH]1	0	4	-0.5	-1.0	-0.72	0.4	-9	-1	-2
CCCN(CCC)C(=O)C1c2ccccc2Oc2ccccc21	12	-27	-1.2	-1.3	0.12	0.3	24	-7	8
CCOC(=O)N1CCC(NC(=O)c2cccc3c2C(=O)N(CCOC)C3)CC1	8	-8	-0.5	-0.4	2.4	-4.0	-2	2	-2
COCCCn1c(SCC(=O)Nc2ccc3c(c2)OCCO3)nnc1-c1ccoc1C	13	-3	0.0	-0.1	-0.013	-5.1	-6	2	-2
Cn1cccc1Cc1nnc(SCC(=O)NCC2CCCO2)n1CCc1ccccc1 (stereo not drawn)	25	-37	0.5	9.3	0.064	-2.5	1	1	2
O=C(Nc1cccnc1)Nc1ccc(F)c(Cl)c1	4	-13	0.9	0.7	.	-3.9	23	11	0
The list goes on.
SMILES	HEK293 NFkB inh	S1P1 ag-PAM	HTR1E agonist	S1P3 agonist	D1 allo mod	5HT1a ag	5-HT1A blocker	HTR1E antagonist	Jurkat tox 60K
CCCCNC(=O)CN1C(=O)C(CC)Oc2ccc(Cl)cc21 (stereo not drawn)	7	18	-0.4	1.4	-1.1	-0.6	42	-11	-6
CC1(C)Cc2nc3oc4c(N(CCO)Cc5ccccc5)ncnc4c3cc2CO1	2	2	1.2	-0.7	1.6	2.1	-24	3	9
Cc1cccc(OCC(O)CN2CCN(C3CCCCC3)CC2)c1 (stereo not drawn)	22	-3	-1.1	0.0	-0.56	-2.1	11	-17	-12
O=C(Oc1ccnc2cc(Cl)ccc12)N1CCOCC1	16	-16	0.0	-1.6	0.82	-2.2	-4	0	4
CC1C[C@@]2(NC(=O)NC2=O)C(C)CN1C (stereo partly drawn)	.	-1	-0.3	-2.2	.	-0.8	.	5	.
COC(=O)c1cc(C)sc1NC(=O)CCCC(=O)O	2	-17	-0.2	-0.6	-0.6	-3.2	-13	-7	-2
CCc1ccc(C2CC(c3cccc(Cl)c3)n3nc(N)nc3N2)cc1 (stereo not drawn)	2	-5	0.8	0.5	0.44	7.8	28	-7	-5
O=C(CN1CCN(Cc2ccccc2)CC1)NC(=O)NCc1ccco1	10	-24	0.1	0.3	0.13	-5.0	0	-7	-2
CCOC(=O)C1=C(c2ccccc2)N2CCS(=O)(=O)N=C2S1	8	-2	0.0	1.1	7.1*	-0.2	-18	2	-2
COc1ccc(-c2nn3cnnc3s2)cc1OC	-1	-45	1.0	0.4	13*	-2.0	-7	23	-3
CCOC(=O)c1oc2cccc(OCC(O)CNC(C)C)c2c1C (stereo not drawn)	9	-18	0.9	1.0	1.6	2.1	5	-5	-4
Cc1cc(=O)[nH]c(SCc2nc3ccccc3n2Cc2ccccc2)n1	2	2	0.0	-0.7	.	-1.2	5	0	-5
Cc1cccc(N2CN=c3s/c(=C\c4ccncc4)c(=O)n3C2)c1	.	37	-0.5	-3.7	-0.65	-5.7	.	16	.
Cc1nc(N2CCN(C(=O)c3ccco3)CC2)c2c3c(sc2n1)CCC3	11	.	0.2	.	-0.57	5.4	-19	-5	.
Cc1cc(C)c(C(=O)OCCNC(=O)c2cccnc2)cc1C	17	.	-1.4	.	-0.59	0.6	10	6	.
CN1CCN(C(=O)c2ccc3ccccc3c2)CC1	17	-1	-0.2	-1.4	-1.4	-3.6	-3	-12	-5
COC(=O)c1oc2ccc(Br)cc2c1NC(=O)c1ccccc1	14	-8	-0.6	-0.7	0.66	5.4	-2	-3	1
Cc1nc2ccccc2c2oc(C(=O)NCCN3CCCCC3C)cc12 (stereo not drawn)	19	-21	0.4	0.2	0.051	0.2	-9	1	2
Nc1n[nH]c(-c2ccc(F)cc2)n1	20	13	0.1	-1.2	-1.2	-0.3	3	4	-3
CN(c1ccc(C(=O)NCc2cccnc2)cc1)S(C)(=O)=O	8	.	0.8	.	2.7	1.8	-18	-1	.
Cc1nnc2ccc(N3CCN(C(=O)c4ccccc4)CC3)nn12	-4	-16	0.4	-0.7	-0.43	0.1	17	14	-1
CCCC(=O)Nc1ccc(C(=O)Nc2nnc(COC)s2)cc1	11	2	-0.9	-0.6	0.14	-2.8	6	0	1
Cc1ccc(S(=O)(=O)N(C)Cc2ccc(-c3nnco3)cc2)cc1	17	22	-0.2	0.4	.	-0.7	16	1	10
Cc1cc(-c2nnco2)c(C)n1-c1ccccc1	11	-3	-0.1	-1.4	-0.076	-1.5	18	14	2
CCOC(=O)N1CCN(c2c(NC3CCN(Cc4ccccc4)CC3)c(=O)c2=O)CC1	5	-19	0.4	-1.0	-0.099	-0.7	11	-4	4

Compound profiles, from the list above:
Shown for CCOC(=O)c1oc2cccc(OCC(O)CNC(C)C)c2c1C (stereo not drawn) → HEK293 NFkB inh = 9; S1P1 ag-PAM = -18; HTR1E agonist = 0.9; S1P3 agonist = 1.0; D1 allo mod = 1.6; 5HT1a ag = 2.1; 5-HT1A blocker = 5; HTR1E antagonist = -5; Jurkat tox 60K = -4
Shown for CCOC(=O)N1CCN(c2c(NC3CCN(Cc4ccccc4)CC3)c(=O)c2=O)CC1 → HEK293 NFkB inh = 5; S1P1 ag-PAM = -19; HTR1E agonist = 0.4; S1P3 agonist = -1.0; D1 allo mod = -0.099; 5HT1a ag = -0.7; 5-HT1A blocker = 11; HTR1E antagonist = -4; Jurkat tox 60K = 4

Three of the entries above in order of the D1 allo mod value, ascending.
SMILES,HEK293 NFkB inh,S1P1 ag-PAM,HTR1E agonist,S1P3 agonist,D1 allo mod,5HT1a ag,5-HT1A blocker,HTR1E antagonist
COC(=O)Cn1cc(C(=O)c2ccco2)c2ccccc21,13,0,-0.1,-1.0,-0.63,-0.7,23,-8
COC(=O)c1cc(C)sc1NC(=O)CCCC(=O)O,2,-17,-0.2,-0.6,-0.6,-3.2,-13,-7
Nc1c(C(=O)Nc2ccc3c(c2)OCCO3)nnn1CCc1ccccc1,16,12,0.9,-0.3,-0.022,3.2,3,18

(more compounds)
SMILES	HEK293 NFkB inh	S1P1 ag-PAM	HTR1E agonist	S1P3 agonist	D1 allo mod	5HT1a ag	5-HT1A blocker	HTR1E antagonist	Jurkat tox 60K
O=C(CCc1nc(-c2ccccc2F)no1)NCCN1CCOCC1	14	-9	-1.6	0.1	0.12	12	-1	-12	-8
CCOC(=O)CNC(=O)CSc1nc2ncc(Br)cc2[nH]1	6	-3	0.7	-0.8	-0.02	-1.8	0	6	1
O=C(Nc1c(F)cc(F)cc1Br)c1cccnc1	11	-14	0.6	-0.1	-0.44	-0.2	-6	-7	-1
Cc1cc(C(=O)NCc2cc(C)n(C)n2)sc1-c1ccccc1	14	35	-0.2	-1.9	-3.2*	-2.9	30	5	19
CN(C)S(=O)(=O)N(CCN1CCOCC1)Cc1ccccc1F	8	-15	0.8	-1.3	0.91	0.3	-8	-6	-5
O=C(NC1CCCCC1)N1CCN(C2CCCCC2)CC1	13	-4	0.6	-0.7	1.3	-1.9	5	6	4
COc1cc(OC)cc(C(=O)N2CCC(N3CCN(c4ccccc4)CC3)CC2)c1	.	14	0.8	-3.5	.	4.8	.	5	.
CCn1c(=O)c2c3c(sc2n(C)c1=O)CCC3	10	-5	-0.3	0.1	2.1	1.4	-12	5	-4
O=C1C(=O)N(CCCn2ccnc2)C(c2cccnc2)/C1=C(/O)c1ccc(F)cc1 (stereo not drawn)	2	-16	-1.5	-0.7	-0.017	-3.2	-8	6	-5
CN(c1ccc(F)cc1)S(=O)(=O)c1ccc2[nH]cc(C(=O)O)c(=O)c2c1	8	-18	-0.5	-0.5	0.39	-1.8	6	-3	-1
N#Cc1nc(-c2cccs2)oc1NCc1ccco1	9	11	-0.8	-0.2	9.2*	-3.2	-5	5	-3

Compound activity: PubChem, several laboratories

Hits appear at their usual frequency (roughly 8.3% active in at least one column).
